# IEC-6 cytotox – counter-screen for KLF5 inhibitors: cytotoxicity in IEC-6 cells. inhibition, % at 5 µM. IEC-6 cytotoxicity, luminescence viability. 290,000 compounds, 0.78% hits; in the data active means inhibition above about 22%;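 further: 0% = plate median of test compound wells and 100% = cytotoxic reference compound wells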
# HSF1 inhib – HSF1 inhibition; NIH3T3-HGL HSE-luciferase, MG132-induced, luminescence 8 h; hits give low values; activity change, negative = inhibition, % at 7.5 µM (by protocol); 300,000 compounds, 0.77% hits; AID 2098;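 active means more than half of replicate wells show activity change below -50%, luminescence cut by over half; inconclusive means some wells, but at most half, below -50%; inactive means no replicate well below -50%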;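 further: luciferase reports HSF-1 transcriptional activity via heat shock element; 0% = median of DMSO wells and -100% = zero luminescence signal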
# PolyA inhibitor – inhibitors of polyadenylation in S. cerevisiae; AID 1875; calls only at 12 µM; S. cerevisiae SKY197-pL101 polyadenylation reporter, beta-gal luminescence; efflux-impaired pdr1/pdr3 knockout yeast; score 100 = 6 SD above DMSO; 300,000 compounds, 0.02% hits;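 active means lowest replicate activity score at least 50, where 100 means six control SD above control mean; inconclusive means lowest score under 50 but half or more replicates reach 50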;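 further: yeast exposed to compound for 9 h at 30 °C; higher score means more reporter readthrough which indicates perturbed polyadenylation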
# aSyn UTR inh – 5' untranslated region of α-synuclein, MLPCN primary screen. alpha-synuclein 5'UTR reporter, inhibitor activity. inhibition, % (tested at 7.5 µM). 300,000 compounds, 0.82% hits; in the data active means inhibition above about 60%; inconclusive means no clear call, values can overlap the other calls;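 further: H4 neuroglioblastoma cells stably carrying SNCA 5'UTR luciferase fusion; 0% = DMSO wells and 100% = positive control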
# AI-2 QS modul – modulates the Vibrio harveyi AI-2 quorum sensing system; Vibrio harveyi JMH597 AI-2 luminescence/OD600 ratio, 9 h; hits give low values; strain lacks LuxN and CqsS sensors; 0 = neutral-control median; activity change, % at 7.5 µM; 300,000 compounds, 0.4% hits; AID 2094; in the data active means activity change below about -75%, passing the limit was not always enough; inconclusive means no clear call, values can overlap the other calls;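 further: luminescence divided by OD600 gain over 9 h not by final OD600 alone; inactives centre near 13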
# GSK3B inh – human GSK3beta kinase inhibition | P49841 | 300,000 compounds, 0.038% hits | activity score (negative = inhibition), % at 10 µM | AID 2097 | GST-GSK3beta kinase, ADP-Glo luminescence, 60 min; hits give low values;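 active means more than half of replicate wells score below -50%, meaning over 50% inhibition versus plate controls; inconclusive means some replicates but at most half score below -50%; inactive means no replicate scores below -50%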;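 further: 0% = median DMSO wells and -100% = median GW8510 positive control wells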
# Target sequence (P49841 whole entry, looked up): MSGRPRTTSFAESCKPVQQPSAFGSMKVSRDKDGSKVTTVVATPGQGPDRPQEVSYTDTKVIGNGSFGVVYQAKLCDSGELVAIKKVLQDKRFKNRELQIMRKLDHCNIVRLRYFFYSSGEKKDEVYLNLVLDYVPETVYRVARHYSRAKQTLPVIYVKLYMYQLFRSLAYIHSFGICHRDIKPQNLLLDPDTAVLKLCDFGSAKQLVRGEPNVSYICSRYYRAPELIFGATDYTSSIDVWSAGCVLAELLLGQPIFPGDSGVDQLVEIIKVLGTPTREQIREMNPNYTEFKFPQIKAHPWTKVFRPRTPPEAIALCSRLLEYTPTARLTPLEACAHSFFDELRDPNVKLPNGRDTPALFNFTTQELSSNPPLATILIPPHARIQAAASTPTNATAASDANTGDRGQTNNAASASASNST
#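 Assay system: GST-fused GSK3beta enzyme, cell-free / Medium: Tris pH 7.5 buffer with MgCl2, DTT, BSA, heparin / Also added: peptide substrate plus 25 µM ATP (final) / Compound: 10 µM single point / Timing: kinase reaction with compound 60 min at room temperature / Detection: ADP-Glo luminescence / Benchmarks: DMSO neutral wells and GW8510 at 20 µM as positive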
# HSF1 activator – increases HSF-1 driven luciferase reporter signal | 300,000 compounds, 1.7% hits | AID 504408 | NIH3T3-HGL HSF-1 luciferase reporter, MG132, 8 h; 100% = twice DMSO control signal | activation, % at 9 µM;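 active means mean replicate activation of at least 50% with a set share of replicates each reaching 50%; inconclusive means only one of those two conditions met; inactive means mean below 50% and too few replicates reaching it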;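 further: 0% = median of the neutral control wells and 100% = twice that signal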
# KLF5 inh – suppresses KLF5 promoter-driven expression. DLD-1 KLF5 promoter-luciferase reporter, luminescence. 290,000 compounds, 0.23% hits. inhibition, % at 5 µM;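 active means inhibition above a per-plate limit of that plate's mean compound inhibition plus 3 SD, cut at about 60% in these data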;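 further: 0% = DMSO wells and 100% = LY294002 at 200 µM; higher means less KLF5 promoter-driven luciferase light; inactives centre near -14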
# GSK3A inh – inhibitors of human GSK-3 alpha kinase. P49840. inhibition, % at 10 µM. ADP-Glo luminescence, 60 min. 320,000 compounds, 0.1% hits. AID 2650;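 in the data active means inhibition above about 50%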;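 further: GST-tagged GSK-3 alpha with peptide substrate and 25 µM ATP; 0% = DMSO neutral wells and 100% = GW8510 positive control wells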
# Target sequence (P49840 whole entry, looked up): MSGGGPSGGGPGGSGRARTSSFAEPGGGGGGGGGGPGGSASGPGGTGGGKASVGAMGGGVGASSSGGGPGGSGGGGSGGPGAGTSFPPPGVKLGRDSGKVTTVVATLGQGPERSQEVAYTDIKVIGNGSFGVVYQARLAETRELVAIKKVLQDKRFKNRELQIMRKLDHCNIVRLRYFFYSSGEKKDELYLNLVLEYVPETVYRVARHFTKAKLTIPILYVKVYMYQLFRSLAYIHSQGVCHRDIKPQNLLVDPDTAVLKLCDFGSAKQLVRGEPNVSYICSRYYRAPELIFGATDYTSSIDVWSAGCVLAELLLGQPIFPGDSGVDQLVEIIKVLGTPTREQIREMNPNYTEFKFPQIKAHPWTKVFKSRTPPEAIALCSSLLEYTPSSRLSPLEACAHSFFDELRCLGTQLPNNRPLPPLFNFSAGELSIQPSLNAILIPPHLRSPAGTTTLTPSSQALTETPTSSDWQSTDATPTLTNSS
# HSP90 refold inh – blocks HSP90-mediated luciferase refolding in reticulocyte lysate. Rabbit reticulocyte lysate, luciferase refolding luminescence, 3 h. inhibition, % at 5.6 µM. 290,000 compounds, 0.91% hits. AID 1789;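 active means inhibition above the screen-wide mean plus 3 SD, computed separately per campaign, cut at about 16% in these data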;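 further: 0% = DMSO wells and 100% = 60 µM geldanamycin wells; inhibitors lower the luminescence because luciferase stays unfolded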
# * marks the source's active call; other numbers are inactive results; i = inactive; u = inconclusive; x = no result given. These rows are one share of the data, so the mix of outcomes need not match the whole.
# Preview (4 entries):
SMILES,IEC-6 cytotox,HSF1 inhib,PolyA inhibitor,aSyn UTR inh,AI-2 QS modul,GSK3B inh,HSF1 activator,KLF5 inh,GSK3A inh,HSP90 refold inh
Cc1ccnc(NS(=O)(=O)c2ccc(NC(=O)C3CCCCC3C(=O)O)cc2)n1 (stereo unspecified),8,-1,i,6,25,4,6,11,-3,-2
COc1ccc(Cc2noc(-c3ccc(C)cc3)n2)cc1,-5,13,i,-45,-74,3,28,-3,1,-1
COc1ccc2cc3cc(C(=O)NCCc4ccc(OC)c(OC)c4)oc3nc2c1,4,-4,i,-20,1,0,-19,9,-3,1
CCOc1ccc(-n2c(-c3ccccc3)c[n+]3c2CCC3)cc1,20,-17,i,-13,6,3,-27,-13,-2,0

# The whole of this part (from the top)
SMILES,IEC-6 cytotox,HSF1 inhib,PolyA inhibitor,aSyn UTR inh,AI-2 QS modul,GSK3B inh,HSF1 activator,KLF5 inh,GSK3A inh,HSP90 refold inh
Cc1ccnc(NS(=O)(=O)c2ccc(NC(=O)C3CCCCC3C(=O)O)cc2)n1 (stereo unspecified),8,-1,i,6,25,4,6,11,-3,-2
COc1ccc(Cc2noc(-c3ccc(C)cc3)n2)cc1,-5,13,i,-45,-74,3,28,-3,1,-1
COc1ccc2cc3cc(C(=O)NCCc4ccc(OC)c(OC)c4)oc3nc2c1,4,-4,i,-20,1,0,-19,9,-3,1
CCOc1ccc(-n2c(-c3ccccc3)c[n+]3c2CCC3)cc1,20,-17,i,-13,6,3,-27,-13,-2,0
O=C(NCc1ccco1)c1ccc2c(c1)N(Cc1ccccc1)CCS2,-1,11,i,29,6,-6,18,-4,1,-3
Cc1ccc(NCc2nnc(SCC(N)=O)o2)c(C)c1,-2,-2,i,-2,9,-1,-10,-18,-2,0
CCN1CCN(S(=O)(=O)c2ccc(S(=O)(=O)N(CC)Cc3ccccc3)cc2)CC1,-2,-5,i,2,-3,1,12,13,-4,0
O=S(=O)(Nc1ccc2ccccc2n1)c1ccc2c(c1)CCO2,-1,-11,i,2,17,2,5,-19,2,-2
OCCC1CN(C2CCN(c3ccccc3)CC2)CCN1Cc1ccc(F)c(F)c1 (stereo unspecified),0,-9,i,-2,1,-1,1,-15,-2,1
CC(C)(C)c1ccc(-c2cc(N)n[nH]2)cc1,-8,-2,i,91*,28,2,-16,0,-1,2
CCN(CC)S(=O)(=O)c1ccc(C(=O)Nc2nnc(NC(=S)Nc3ccccc3)s2)cc1,-6,4,i,-8,-1,-4,-9,-47,-2,-1
COc1ccccc1CNC(=O)c1c(-c2ccccc2Cl)noc1C,-13,4,i,2,3,1,5,-18,0,1
COc1cccc2c(C)c(C(=O)O)[nH]c12,-4,u,i,-54,30,1,-57,22,-18,31*
COCC(C)NCc1cccc(OC)c1OC (stereo unspecified),5,-2,i,3,1,0,15,-32,-1,-7
CN(Cc1ccccc1)C(=O)c1ccco1,2,-31,i,9,7,1,-52,-16,0,-1
CN(CC(=O)Nc1ccc(Cl)c(C(F)(F)F)c1)C(=O)c1ccc(N2CCOCC2)c([N+](=O)[O-])c1,x,3,i,18,28,-1,-9,x,-3,x
COc1ccc(Cl)cc1NC(=S)NN1CCOCC1,-1,-2,i,17,9,1,-4,12,-2,-2
CN1CCN(C(=O)c2ccc3c(c2)N(Cc2ccccc2F)C(=O)c2ccccc2S3=O)CC1 (stereo unspecified),2,-4,i,10,9,-2,-9,-19,-1,0
CC(=O)Nc1ccc2c(COC(=O)CC3Sc4ccccc4NC3=O)cc(=O)oc2c1 (stereo unspecified),-4,10,i,-16,15,5,-3,-8,2,-1
O=C(NCc1ccc(F)cc1)C1C2C=CC3(CN(Cc4cccnc4)C(=O)C13)O2 (stereo unspecified),-1,-3,i,-20,3,-2,2,-3,-1,-2
Nc1cnn(Cc2ccccc2F)c1,-2,16,i,-7,-15,0,25,-25,0,1
CCCc1cc(=O)n2[nH]c(NCc3cccs3)nc2n1,1,1,i,8,14,2,-1,-13,-1,1
Clc1c(-c2nnc3n2CCCCC3)sc2ccccc12,1,-15,i,14,19,0,-19,-27,-1,-6
O=C(NCCc1ccccc1)NC(Cc1ccccc1)C(=O)O (stereo unspecified),1,-5,i,8,10,-1,-11,-38,-4,1
CCOc1ccc(NS(=O)(=O)c2ccc3c(c2)N(C(C)=O)CC3)cc1,-3,1,i,9,16,0,7,-32,-9,-2
O=C(/C=C/c1ccc(Cl)c([N+](=O)[O-])c1)Nc1ccc(NC(=O)c2ccco2)cc1,0,-2,i,2,2,-2,-3,-3,x,1
COc1ccc(NS(=O)(=O)c2cc(Br)cc3c2N(C(C)=O)CC3)cc1,38*,0,i,-30,32,-2,4,31,-2,-2
Cc1ccc(Oc2nc3c(C)cccn3c(=O)c2/C=C(\C#N)C(N)=O)cc1,-1,1,i,25,11,-12,5,2,-1,1
CN(C)S(=O)(=O)c1ccc(NC(=O)N2CCN(c3cccc(C(F)(F)F)c3)CC2)cc1,4,5,i,49,6,0,12,24,x,4
CCOc1ccc(NS(=O)(=O)c2cc3c4c(c2)CCN4C(=O)CC3)cc1,x,-5,i,-2,17,3,-6,x,-1,x
Cc1ccccc1OCC(=O)OC(C)CN1CCN(C)CC1 (stereo unspecified),4,4,i,-5,22,0,-1,9,0,-3
CCOC(=O)C1(CCCc2ccccc2)CCN(Cc2cnc(C)s2)CC1,-1,4,i,-63,24,3,17,5,1,-1
c1cn(CCCNC2=NCCCCC2)cn1,2,-8,i,28,19,4,-13,-2,-4,1
O=C(Nc1nccs1)C1CC(=O)N(c2ccc(Cl)cc2)C1 (stereo unspecified),-5,-4,i,13,42,1,13,-3,0,-5
CCOC(=O)CNc1c(-c2ccc(F)cc2)nc2cnccn12,0,19,i,-22,11,3,33,-16,-6,4
O=C(Nc1ccccn1)c1ccc(S(=O)(=O)c2ccc(Cl)cc2)cc1,5,4,i,6,20,-6,17,-3,-1,-3
O=C(Nc1cccnc1)c1cnn2cccnc12,-2,-9,i,2,23,1,-2,-62,22,2
O=C(COC(=O)c1sc2ccccc2c1Cl)Nc1ncc(Cl)cc1Cl,-5,-2,i,-11,33,1,-10,-21,-6,1
COc1ccccc1/C=C/C=N/NC(=O)c1ccccn1,-1,17,i,-74,30,-2,39,-132,-1,11
O=C(/C=C/c1ccco1)Nc1ccc(-c2nc3ccccc3[nH]2)cc1,-6,18,i,89*,45,-2,20,-38,-1,4
O=CNC1CCCc2c1[nH]c1ccc(Cl)cc21 (stereo unspecified),3,6,i,17,11,1,-7,1,x,1
CCOC(=O)N1CCC(N(CCN(C)C)C(=S)Nc2ccccc2OC)CC1,0,-12,i,-15,39,3,3,-20,-4,-4
COc1cccc(OC)c1C(=O)N1CCN(c2c(Cc3ccccc3)c(C)nc3ncnn23)CC1,-2,-1,i,15,21,-4,-1,-21,29,8
CSc1nc(C)cc(OCCNS(=O)(=O)c2cc(C)ccc2C)n1,-7,-3,i,-5,12,3,-2,-23,-3,2
COc1ccc(C(=O)Nc2ccncc2)cc1OC,-7,-2,i,14,0,-1,5,-15,1,-3
CCCOc1ccc(/C=c2\sc3nc(-c4ccco4)nn3c2=O)cc1OCC,-8,x,i,x,23,3,x,-17,2,3
COc1cc(NC(=O)c2cccs2)ccc1NC(=O)c1cc2ccccc2o1,-3,-1,i,-14,19,4,7,-2,-2,0
CCC(=O)Nc1ccc(Oc2ccc3c(c2)C(=O)N(c2ccc(O)cc2)C3=O)cc1,-2,-1,i,-7,41,-1,13,-14,1,7
CCOC(=O)c1c(NC(=O)CN2CCC(C)CC2)sc(C)c1C,1,-7,i,26,8,1,3,-7,0,-4
N#Cc1ccsc1NC(=O)CCc1ccccc1,7,11,i,-81,16,-2,36,-67,2,3
# Next section:
SMILES,IEC-6 cytotox,HSF1 inhib,PolyA inhibitor,aSyn UTR inh,AI-2 QS modul,GSK3B inh,HSF1 activator,KLF5 inh,GSK3A inh,HSP90 refold inh
CC(Sc1nc(N(C)C)nc(N2CCOCC2)n1)C(=O)Nc1ccccc1 (stereo unspecified),-2,-1,i,-15,25,-3,-3,1,-2,1
COc1cc(NC(=O)COC(=O)C=C(C)C)c(C)cc1[N+](=O)[O-],-1,7,i,-11,11,-1,26,-1,-2,-2
NC(=S)Nc1ccc(Oc2ccc(NC(N)=S)cc2)cc1,-1,-22,i,0,19,0,-14,-16,0,-1
CCOc1ccc(N=C(NN)c2ccc3ccccc3n2)cc1,12,-82*,i,4,17,-1,-84,-30,0,28*
CCn1cc(C2C3=C(CC(C)(C)CC3=O)N(c3ccccc3)C3=C2C(=O)CC(C)(C)C3)c(C)n1,-1,1,i,-9,5,0,1,-34,0,3
CCN(CC)C(=O)CC(c1ccc(N(C)C)cc1)c1c(OC)cc(OC)c2ccc(=O)oc12 (stereo unspecified),x,-6,i,10,-4,-1,0,x,-5,x
Cn1c(=O)c2sccc2n2c(CCCC(=O)N3CCN(c4ccccn4)CC3)nnc12,1,-12,i,20,11,2,-10,8,0,-2
O=c1[nH]c(CSc2nnnn2-c2ccccc2)nc2ccccc12,2,5,i,15,37,1,9,15,-1,2
CCCCCCNC(=O)Cc1nc2nc(C)cc(C)n2n1,0,0,i,5,45,-5,-2,2,2,1
Cc1ccc(CNC(=O)CCC(=O)Nc2nnc(C3CCCCC3)s2)cc1,4,6,i,-34,4,0,5,8,1,0
C/C(=N\N1CCN(C2c3ccccc3-c3ccccc32)CC1)c1ccco1,14,-1,i,-1,2,0,9,-7,-4,5
CC(OC(=O)CCC1CCCC1)C(=O)Nc1ccccc1[N+](=O)[O-] (stereo unspecified),x,13,i,4,6,3,11,x,-4,x
CCCc1cc(=O)oc2cc(C)cc(OCC(=O)NCc3ccncc3)c12,7,3,i,3,24,-1,18,-19,13,-1
COCCN1Cc2cccc(C(=O)Nc3cccc(OC)c3)c2C1=O,-4,2,i,-10,8,5,3,-10,-3,-1
COc1cccc(CN(C)C(=O)c2ccc(NS(=O)(=O)c3ccc(F)cc3)cc2)c1OC,x,-1,i,10,-6,5,-6,x,-2,x
Cc1nn(-c2ccccc2)c(NC(=O)c2cccs2)c(-c2ccc(Cl)cc2)c1=O,-6,-6,i,-27,23,4,-8,-20,-1,3
CCOc1ccc(N(CC(=O)Nc2ccccc2OC)S(=O)(=O)c2ccccc2)cc1,78*,-20,i,123*,16,-2,-8,59,-1,2
Cc1nc(-c2cccc(NC(=O)c3cc4cc(Br)ccc4oc3=O)c2)cs1,-3,-4,i,-10,14,1,-3,-1,-2,-2
